TLR9-MyD88 inh: inhibitors of human TLR9-MyD88 binding; CHO BLA complementation TLR9-MyD88, CCF4 FRET ratio; 340,000 compounds, 0.21% hits; Q9NR96+Q99836; inhibition, % at 4.98 µM;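 active = inhibition above the mean over all tested compounds plus 3 SD, cut at about 21% in these data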;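 also: 0% = DMSO only wells and 100% = clavulanate BLA inhibitor control wells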
NR2F2 inh: inhibitors of human COUP-TFII (NR2F2). 370,000 compounds, 0.7% hits. P24468. inhibition, % at 8.6 µM. HEK293T NGFI-A luciferase reporter, luminescence;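 active = inhibition above a per-plate cutoff, mean inhibition of test wells between control levels plus 3 SD, cut at about 38% in these data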;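 also: cells cotransfected with COUP-TFII expression vector driving the NGFI-A reporter; 0% = median of COUP-TF2 test wells and 100% = reporter-only cells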
Vif inh: inhibitors of HIV Vif | HEK293T cells, Vif self-association by quenched fluorescence, imaging, 24 h | inhibition, % at 7.49 µM | 340,000 compounds, 0.35% hits | AID 602346; in the data active = inhibition above about 50%, passing the limit was not always enough; inconclusive = no clear call, values can overlap the other calls; inactive = below about 31%; also: some results filed as inactive read as strong as hits
TROY signal inh: TROY signaling inhibition. Q293 LMP1-TROYcd NF-kB luciferase reporter, 4 h. inhibition, % at 10 µM. 360,000 compounds, 0.98% hits. AID 1347056;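 active = compounds whose plate-normalised and pattern-corrected inhibition of the luciferase reporter signal at the single screening dose is 50% or more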
NOD2-RIPK2 inh: NOD2-RIPK2 protein interaction inhibition; O43353; CHO BLA complementation NOD2-RIPK2, CCF4 ratio; inhibition, % at 4.98 µM; 360,000 compounds, 0.38% hits; in the data active = inhibition above about 21%;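 also: 0% = vehicle only and 100% = reference blocker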
NCOA1 inh: inhibitors of human steroid receptor coactivator 1 (SRC1); inhibition, % at 3.6 µM; Q15788; HEK293 GAL4-SRC1 luciferase reporter, luminescence; 360,000 compounds, 0.12% hits;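 active = inhibition above the campaign mean plus 3 SD, with each screening campaign given its own cutoff, cut at about 60% in these data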;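 also: 0% = DMSO treated cells and 100% = gossypol at 36 µM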
SRC2 inh: human SRC2 (NCOA2) inhibition. HEK293 GAL4-SRC2 luciferase reporter, luminescence. 370,000 compounds, 0.17% hits. Q15596. AID 651957. inhibition, % at 9 µM;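 active = inhibition above the mean inhibition of all tested compounds plus 3 SD, set per campaign, cut at about 52% in these data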;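 also: 0% = DMSO treated cells and 100% = cells given Gossypol at 36 µM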
Target sequence (Q15596 whole entry, looked up, the tested form may be a part): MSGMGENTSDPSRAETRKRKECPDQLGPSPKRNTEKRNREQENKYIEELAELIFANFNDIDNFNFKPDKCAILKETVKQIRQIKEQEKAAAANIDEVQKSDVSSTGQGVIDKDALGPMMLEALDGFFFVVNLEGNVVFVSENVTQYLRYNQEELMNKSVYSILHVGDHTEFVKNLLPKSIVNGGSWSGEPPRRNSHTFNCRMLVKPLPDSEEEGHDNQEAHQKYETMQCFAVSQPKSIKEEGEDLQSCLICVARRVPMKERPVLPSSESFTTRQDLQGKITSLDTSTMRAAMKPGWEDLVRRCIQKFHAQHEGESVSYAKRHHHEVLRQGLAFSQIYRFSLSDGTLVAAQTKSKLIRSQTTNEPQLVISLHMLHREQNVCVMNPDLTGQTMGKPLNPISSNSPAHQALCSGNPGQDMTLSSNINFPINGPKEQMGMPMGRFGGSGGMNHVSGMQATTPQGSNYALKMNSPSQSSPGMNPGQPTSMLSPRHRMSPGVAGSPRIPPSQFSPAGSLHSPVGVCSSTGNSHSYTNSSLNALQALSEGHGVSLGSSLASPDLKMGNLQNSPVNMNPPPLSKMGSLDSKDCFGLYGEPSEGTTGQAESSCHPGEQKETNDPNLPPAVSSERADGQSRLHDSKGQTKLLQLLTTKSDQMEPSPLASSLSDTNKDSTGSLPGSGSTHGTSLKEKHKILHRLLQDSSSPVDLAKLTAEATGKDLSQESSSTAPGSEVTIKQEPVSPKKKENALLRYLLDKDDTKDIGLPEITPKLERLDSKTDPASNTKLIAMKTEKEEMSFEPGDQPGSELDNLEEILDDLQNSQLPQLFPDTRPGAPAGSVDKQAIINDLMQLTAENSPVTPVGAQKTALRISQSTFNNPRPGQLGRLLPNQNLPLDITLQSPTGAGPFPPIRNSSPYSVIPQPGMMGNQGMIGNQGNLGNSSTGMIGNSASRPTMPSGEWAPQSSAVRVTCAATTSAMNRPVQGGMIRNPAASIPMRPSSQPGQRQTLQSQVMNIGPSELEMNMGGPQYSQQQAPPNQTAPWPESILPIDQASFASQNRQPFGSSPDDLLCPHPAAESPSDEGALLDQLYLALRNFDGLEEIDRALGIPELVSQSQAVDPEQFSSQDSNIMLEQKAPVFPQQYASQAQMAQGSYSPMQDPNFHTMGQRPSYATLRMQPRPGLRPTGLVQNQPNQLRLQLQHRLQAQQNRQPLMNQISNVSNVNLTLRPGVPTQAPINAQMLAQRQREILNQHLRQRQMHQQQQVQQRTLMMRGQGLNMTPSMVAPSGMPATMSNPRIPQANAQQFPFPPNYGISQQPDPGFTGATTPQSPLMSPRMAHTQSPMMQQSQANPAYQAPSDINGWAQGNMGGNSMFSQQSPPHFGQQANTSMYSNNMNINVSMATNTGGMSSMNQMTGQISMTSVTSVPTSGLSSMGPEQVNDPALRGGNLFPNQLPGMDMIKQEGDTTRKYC
NR5A2 inv ag: inverse agonists of human LRH-1 (NR5A2) | AID 602396 | 360,000 compounds, 0.13% hits | HEK293T StAR-luciferase reporter, LRH-1 transfected, 24 h | O00482 | inhibition, % at 3.6 µM;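 active = inhibition above the mean inhibition of all tested compounds plus 3 SD, cut at about 73% in these data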;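 also: 0% = DMSO wells and 100% = reporter-only cells lacking LRH-1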
TRAIL sens C8: sensitizes caspase-8 expressing cells to TRAIL; NB7+C8 cells + TRAIL, ATPlite viability luminescence; AID 624354; inhibition (viability loss, TRAIL sensitization), % at 10 µM; 360,000 compounds, 1% hits;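 active = compounds causing at least 50% loss of cell viability in the single-dose screen, relative to plate controls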
LMP1 NFkB inh: reduces LMP1-driven NF-kappaB luciferase signal; inhibition, % at 12.5 µM; AID 504558; 350,000 compounds, 0.69% hits; LMP1-induced NF-kappaB luciferase reporter cells, luminescence; in the data active = inhibition above about 41%; inconclusive = no clear call, values can overlap the other calls;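 also: 0% = neutral control wells and 100% = reference inhibitor control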
SRC3 inh: human NCOA3 inhibition | Q9Y6Q9 | HEK293 GAL4-SRC3 luciferase reporter, luminescence | 360,000 compounds, 0.17% hits | inhibition, % at 3.6 µM | AID 588352;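 active = inhibition above a per-campaign cutoff, the mean of all compounds plus 3 SD, cut at about 60% in these data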;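 also: 0% = DMSO-treated cells and 100% = gossypol-treated cells at 36 µM; higher means less SRC3-driven luciferase light from the GAL4 reporter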
An asterisk follows results filed as active; & = joins results of further samples. An excerpt; the hit share may differ from the screen's.

`CC1=CC(C)C(=O)N(C)C(C)=C1` (stereo not drawn) gave TLR9-MyD88 inh 3, NR2F2 inh 8, TROY signal inh -19, NOD2-RIPK2 inh -23, NCOA1 inh -12, SRC2 inh -3, NR5A2 inv ag 10, TRAIL sens C8 11, LMP1 NFkB inh -5 and SRC3 inh -12.
For Cc1oc(/N=C/c2ccccc2O)c(C#N)c1C the results were TLR9-MyD88 inh -5, NR2F2 inh -13, Vif inh 37, TROY signal inh 6, NOD2-RIPK2 inh 0, NCOA1 inh 2, SRC2 inh -17, NR5A2 inv ag -17, TRAIL sens C8 1, LMP1 NFkB inh -9 and SRC3 inh -23.
CCCn1c(C)cc(-c2csc(N)n2)c1C was read as TLR9-MyD88 inh -10, NR2F2 inh -6, Vif inh inconclusive, TROY signal inh 0, NOD2-RIPK2 inh -8, NCOA1 inh -1, SRC2 inh 1, NR5A2 inv ag 10, TRAIL sens C8 -3, LMP1 NFkB inh 0 and SRC3 inh 12.
`Cc1nc2c(C)cccn2c1C(=O)N/N=C/c1ccccc1[N+](=O)[O-]` gave TLR9-MyD88 inh -5, NR2F2 inh 9, Vif inh 9, TROY signal inh -12, NOD2-RIPK2 inh 4, NCOA1 inh -5, SRC2 inh 13, NR5A2 inv ag -20, TRAIL sens C8 -13, LMP1 NFkB inh 9 and SRC3 inh 13.
`Cc1cc2oc(=O)cc(CN3CCC(C)CC3)c2c(C)c1Cl` gave TLR9-MyD88 inh 0, NR2F2 inh -14, Vif inh 14, TROY signal inh -44, NOD2-RIPK2 inh 9, NCOA1 inh -3, SRC2 inh 6, NR5A2 inv ag 6, TRAIL sens C8 -2, LMP1 NFkB inh -26 and SRC3 inh -10.
O=C(CCCC(=O)NN=Cc1ccccc1Cl)NN=Cc1ccccc1Cl was read as TLR9-MyD88 inh -6, NR2F2 inh 7, Vif inh -6, TROY signal inh -4, NOD2-RIPK2 inh 6, NCOA1 inh -11, SRC2 inh 3, NR5A2 inv ag -27, TRAIL sens C8 -7, LMP1 NFkB inh 12 and SRC3 inh -4.
Screening COCCOc1cc(NCc2ccccc2)c2ncn(C(C)C)c2c1 returned TLR9-MyD88 inh 5, NR2F2 inh -5, Vif inh 0, TROY signal inh -14, NOD2-RIPK2 inh 0, NCOA1 inh -25, SRC2 inh -9, NR5A2 inv ag 30, TRAIL sens C8 -12, LMP1 NFkB inh 9 and SRC3 inh -7.
For CC(O)CNc1ncnc2cc(-c3ccc(F)cc3)sc12 (stereo not drawn) the results were TLR9-MyD88 inh -9, NR2F2 inh -25, Vif inh 0, TROY signal inh -34, NOD2-RIPK2 inh 2, NCOA1 inh -61, SRC2 inh -71, NR5A2 inv ag -30, TRAIL sens C8 12, LMP1 NFkB inh -1 and SRC3 inh -69.
CCCCC(=O)Nc1cccc(NC(=O)c2ccc(Br)o2)c1 was read as TLR9-MyD88 inh 8, NR2F2 inh -6, Vif inh -6, TROY signal inh -13, NOD2-RIPK2 inh 11, NCOA1 inh -26, SRC2 inh -12, NR5A2 inv ag -7, TRAIL sens C8 0, LMP1 NFkB inh 22 and SRC3 inh 9.
For CN(Cc1c(F)cccc1Cl)C(=O)c1ccc(NC(=O)CC2SC(N3CCCC3)=NC2=O)cc1 (stereo not drawn) the results were TLR9-MyD88 inh -5, NR2F2 inh 0, Vif inh -3, TROY signal inh -7, NOD2-RIPK2 inh -2, NCOA1 inh -14, SRC2 inh -2, NR5A2 inv ag 9, TRAIL sens C8 10, LMP1 NFkB inh -5 and SRC3 inh -5.
Screening CC(=O)Nc1c(O)nc(SCC(=O)Nc2nnc(SCc3ccccc3)s2)[nH]c1=O returned TLR9-MyD88 inh -4, NR2F2 inh 1, Vif inh 0, TROY signal inh -7, NOD2-RIPK2 inh -5, NCOA1 inh -11, SRC2 inh -45, NR5A2 inv ag -46, TRAIL sens C8 -6, LMP1 NFkB inh -4 and SRC3 inh -13.
`COc1ccc(OC)c(NC(=O)COC(=O)Cc2ccc(-c3ccccc3)cc2)c1` gave TLR9-MyD88 inh 10, NR2F2 inh -1, Vif inh 12, TROY signal inh -7, NOD2-RIPK2 inh -9, NCOA1 inh -1, SRC2 inh 1, NR5A2 inv ag 9, TRAIL sens C8 0, LMP1 NFkB inh -1 and SRC3 inh 15.
For O=C(c1ccc(Cl)cc1)c1nnc(-c2ccncc2)o1 the results were TLR9-MyD88 inh -4, NR2F2 inh 4, Vif inh 2, TROY signal inh -31, NOD2-RIPK2 inh 6, NCOA1 inh -3, SRC2 inh -12, NR5A2 inv ag -14, TRAIL sens C8 5, LMP1 NFkB inh 1 and SRC3 inh -8.
NC(=O)COC(=O)Cc1coc2cc3c(cc12)CCC3 was read as TLR9-MyD88 inh 2, NR2F2 inh -4, Vif inh 0, TROY signal inh -8, NOD2-RIPK2 inh 5, NCOA1 inh 6, SRC2 inh -11, NR5A2 inv ag 6, TRAIL sens C8 -4, LMP1 NFkB inh 4 and SRC3 inh 23.
CC(=O)Nc1ccc(SC[C@H](C)CN2CC[C@H](C(C)(C)C)CCC2=O)cc1 was read as TLR9-MyD88 inh -10, NR2F2 inh 13, Vif inh -3, TROY signal inh 8, NOD2-RIPK2 inh -3, NCOA1 inh 14, SRC2 inh 0, NR5A2 inv ag -11, TRAIL sens C8 21, LMP1 NFkB inh -4 and SRC3 inh 1.
For COc1ccc(NC(=O)c2c(NC(=O)CNCc3ccco3)sc3c2CCC3)c(OC)c1 the results were TLR9-MyD88 inh -8, NR2F2 inh 9, Vif inh -13, TROY signal inh 19, NOD2-RIPK2 inh -9, NCOA1 inh 2, SRC2 inh 8, NR5A2 inv ag 1, TRAIL sens C8 -3, LMP1 NFkB inh 2 and SRC3 inh 1.
COc1ccc(Oc2c(C(F)(F)F)oc3cc(OCC(=O)O)ccc3c2=O)cc1 was read as TLR9-MyD88 inh 5, NR2F2 inh -1, Vif inh 7, TROY signal inh 14, NOD2-RIPK2 inh -8, NCOA1 inh 0, SRC2 inh 9, NR5A2 inv ag -1, TRAIL sens C8 8, LMP1 NFkB inh 4 and SRC3 inh -4.
For COc1ccc(N2C(=O)[C@@H]3[C@H](C2=O)[C@H]2c4ccccc4C=CN2[C@@H]3C(C)=O)cc1 the results were TLR9-MyD88 inh 11, NR2F2 inh 4, Vif inh -4&-4, TROY signal inh -22, NOD2-RIPK2 inh 4, NCOA1 inh 10, SRC2 inh 10, NR5A2 inv ag 10, TRAIL sens C8 -5, LMP1 NFkB inh 2 and SRC3 inh 7.
`CCOc1cc(C2NC(=O)NC(O)(C(F)(F)F)C2C(=O)c2ccccc2)ccc1OC` (stereo not drawn) gave TLR9-MyD88 inh 2, NR2F2 inh 0, Vif inh -18, TROY signal inh -18, NOD2-RIPK2 inh -11, NCOA1 inh -3, SRC2 inh -1, NR5A2 inv ag -13, TRAIL sens C8 0, LMP1 NFkB inh 3 and SRC3 inh 19.
O=C1CSC(=S)N1/N=C/c1ccc2c(c1)OCCO2 was read as TLR9-MyD88 inh -1, NR2F2 inh -5, Vif inh -4, TROY signal inh -17, NOD2-RIPK2 inh 0, NCOA1 inh -15, SRC2 inh -7, NR5A2 inv ag -11, TRAIL sens C8 -16, LMP1 NFkB inh -2 and SRC3 inh -25.
O=C1CC(/C=C/c2ccccn2)=Nc2ccccc2N1 was read as TLR9-MyD88 inh 1, NR2F2 inh 11, Vif inh 6, TROY signal inh -32, NOD2-RIPK2 inh -7, NCOA1 inh -10, SRC2 inh 2, NR5A2 inv ag -4, TRAIL sens C8 -5, LMP1 NFkB inh 2 and SRC3 inh 4.
For O=C(CC(=O)N/N=C\c1ccc([N+](=O)[O-])cc1)NCCc1ccccc1 the results were TLR9-MyD88 inh -1, NR2F2 inh -6, Vif inh -7, TROY signal inh -7, NOD2-RIPK2 inh -12, NCOA1 inh -7, SRC2 inh -18, NR5A2 inv ag 7, TRAIL sens C8 -10, LMP1 NFkB inh -5 and SRC3 inh -3.
O=C(Nc1ccc2c(c1)OCO2)c1noc2c1CCCCC2 was read as TLR9-MyD88 inh 4, NR2F2 inh -11, Vif inh 4, TROY signal inh -25, NOD2-RIPK2 inh 3, NCOA1 inh -76, SRC2 inh -40, NR5A2 inv ag -149, TRAIL sens C8 47, LMP1 NFkB inh -16 and SRC3 inh -72.
COC1CCN(C(=O)c2ccc3oc(Cc4ccc(Cl)cc4)nc3c2)CC1 was read as TLR9-MyD88 inh 1, NR2F2 inh -6, Vif inh 0, TROY signal inh -18, NOD2-RIPK2 inh -3, NCOA1 inh 6, SRC2 inh -10, NR5A2 inv ag -7, TRAIL sens C8 -2, LMP1 NFkB inh -6 and SRC3 inh -5.
Screening CC1(C)CC(=O)C=C(NCc2cccnc2)C1 returned TLR9-MyD88 inh -2, NR2F2 inh 2, Vif inh 30, TROY signal inh 15, NOD2-RIPK2 inh -8, NCOA1 inh -9, SRC2 inh -15, NR5A2 inv ag -2, TRAIL sens C8 -7, LMP1 NFkB inh 5 and SRC3 inh 21.
COc1cccc(CN(C)C(=O)c2ccc3c(=O)n4c(nc3c2)CCC4)c1 was read as TLR9-MyD88 inh 8, NR2F2 inh 16, Vif inh -16, TROY signal inh 0, NOD2-RIPK2 inh -2, NCOA1 inh 0, SRC2 inh -38, NR5A2 inv ag -10, TRAIL sens C8 6, LMP1 NFkB inh -3 and SRC3 inh -6.
For COC(=O)[C@H](Cc1ccccc1)NC(=O)N1CCC(C)CC1 the results were TLR9-MyD88 inh -9, NR2F2 inh -21, Vif inh -7, TROY signal inh -40, NOD2-RIPK2 inh 1, NCOA1 inh 8, SRC2 inh -20, NR5A2 inv ag -14, TRAIL sens C8 10, LMP1 NFkB inh -5 and SRC3 inh -5.
Screening COc1cc(NCCC(=O)c2cccs2)c(OC)cc1Cl returned TLR9-MyD88 inh 1, NR2F2 inh -6, Vif inh -2, TROY signal inh 16, NOD2-RIPK2 inh 4, NCOA1 inh -21, SRC2 inh 21, NR5A2 inv ag 4, TRAIL sens C8 5, LMP1 NFkB inh 1 and SRC3 inh 11.
For CN1/C(=C\C(=O)COC(=O)CNC(=O)c2ccccc2F)C(C)(C)c2ccccc21 the results were TLR9-MyD88 inh -2, NR2F2 inh -8, Vif inh 2, TROY signal inh -7, NOD2-RIPK2 inh -10, NCOA1 inh 11, SRC2 inh 30, NR5A2 inv ag -10, TRAIL sens C8 -4, LMP1 NFkB inh -3 and SRC3 inh 11.
`O=S(=O)(Nc1ncnc2c1oc1ccccc12)c1ccc(Cl)s1` gave TLR9-MyD88 inh 3, NR2F2 inh 3, Vif inh 3, TROY signal inh 2, NOD2-RIPK2 inh -7, NCOA1 inh -11, SRC2 inh 7, NR5A2 inv ag 5, TRAIL sens C8 23, LMP1 NFkB inh 11 and SRC3 inh 4.

High-throughput results (PubChem)
